# ELG1 DNA repair = ELG1-dependent DNA repair inhibition; HEK293T ELG1-luciferase reporter, luminescence, 16 h; DNA damage induced by 5-fluorouridine; Potency, µM (doses to about 46.1 µM), inactives show at the highest dose activity change, negative = inhibition, usual class: inhibitors; 330,000 tested, 2.3% active; AID 504467; further: potency means the concentration at half of the fitted maximal effect; on the % scale 0 is the no-effect control and ±100 the full control effect; nearly all actives have a fitted effect of over 55% in size
#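 DMSO vehicle served as the neutral condition. Each well held 2,000 cells given 5-fluorouridine plus compound; after 16 hr at 37 °C/5% CO2, ONE-Glo was added and luciferase measured 30 min later.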
# Mito fusion act = mitochondrial division inhibition or fusion activation | S. cerevisiae fusion-defective mutant growth rescue, CellTiterGlo 48 h | Potency, µM (doses to about 46.1 µM), for inactives: top-dose growth rescue (activation), usual class: activators | 320,000 tested, 0.23% active | AID 485298;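 further: potency means the concentration at half of the fitted maximal effect; % of control where 0% means no effect; nearly all actives have a fitted effect of over 45% in size; temperature-sensitive fusion mutants such as fzo1-1 at 37 °C on non-fermentable ethanol glycerol medium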
#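 Luminescent cell viability in 1536-well qHTS format served as the measure of rescued growth in ts fusion-mutant S. cerevisiae cultured on non-fermentable YPEG for 48 hours at 37C.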
# TRPV1 ag = activates the human vanilloid receptor TRPV1; TRPV1-expressing cells, Fluo-8 calcium influx, agonist mode; activation, % at 8.33 µM; AID 540275; 320,000 tested, 0.19% active; Q8NER1; in the data active means activation above about 80%; inconclusive means between about 30% and that limit; further: 0% is about no effect
# Target sequence (Q8NER1 whole entry, looked up): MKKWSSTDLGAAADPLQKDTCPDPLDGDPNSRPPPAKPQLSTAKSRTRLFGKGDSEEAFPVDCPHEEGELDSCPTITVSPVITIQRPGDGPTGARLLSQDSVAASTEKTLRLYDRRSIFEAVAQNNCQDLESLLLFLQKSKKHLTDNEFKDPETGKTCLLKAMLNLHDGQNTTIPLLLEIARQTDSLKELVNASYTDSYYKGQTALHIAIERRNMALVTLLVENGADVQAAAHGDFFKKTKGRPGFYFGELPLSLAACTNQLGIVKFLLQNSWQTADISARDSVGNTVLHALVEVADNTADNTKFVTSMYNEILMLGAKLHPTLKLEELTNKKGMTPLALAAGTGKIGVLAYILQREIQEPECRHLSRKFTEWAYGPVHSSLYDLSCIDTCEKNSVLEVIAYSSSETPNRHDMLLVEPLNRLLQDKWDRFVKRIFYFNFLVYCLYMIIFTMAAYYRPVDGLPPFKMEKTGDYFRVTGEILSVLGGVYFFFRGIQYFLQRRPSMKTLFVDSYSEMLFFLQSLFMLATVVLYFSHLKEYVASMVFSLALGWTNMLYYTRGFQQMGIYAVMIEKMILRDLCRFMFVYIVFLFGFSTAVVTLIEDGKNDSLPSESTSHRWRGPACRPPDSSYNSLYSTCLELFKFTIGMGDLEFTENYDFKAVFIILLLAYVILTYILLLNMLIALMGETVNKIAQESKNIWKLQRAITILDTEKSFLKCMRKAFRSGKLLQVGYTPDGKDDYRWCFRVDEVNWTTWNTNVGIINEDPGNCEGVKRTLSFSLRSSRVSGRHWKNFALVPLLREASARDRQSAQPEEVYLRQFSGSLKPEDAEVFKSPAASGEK
#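 Fluo-8 calcium influx in TRPV1-expressing cells, kinetic read (ex 480/em 520 nm). Compound added and read 3 min for agonist activity, followed by capsaicin at EC20 final and 2 min further read for enhancement.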
# TSHR antagonist = antagonists of human thyroid stimulating hormone receptor | P16473 | TSHR-expressing cells, TSH-stimulated cAMP HTRF, 2 h; active compounds read low | activity change, negative = inhibition, % at 11.5 µM | 330,000 tested, 0.2% active | AID 504810;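 active means activity change below a set negative limit, meaning inhibition stronger than a set level, cut at about -70% in these data; inconclusive means activity change between two set negative limits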; further: on the % scale 0 is the no-effect control and ±100 the full control effect
#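 TSHR-expressing cells were treated with compounds, then stimulated with TSH at EC80 (4nM final) for 2 hours at 37 deg C. Cellular cAMP was measured by HTRF competition between lysate cAMP and cAMP-d2 for a cryptate-labelled anti-cAMP antibody.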
# KCNH2 3.1 inh = KCNH2 3.1 (human) potassium channel inhibition. U2OS KCNH2 3.1, thallium flux FluxOr; active compounds read low. activity change, % (tested at about 1.8 µM). 340,000 tested, 0.95% active;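 active means maximum activity change below -70%; inconclusive means maximum activity change from -70% to -50%; inactive means maximum activity change above -50%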;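 further: thallium influx rate constant from kinetic fluorescence after stimulation buffer; on the % scale 0 is the no-effect control and ±100 the full control effect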
#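 Normalized rate constant (relative to positive and negative DMSO controls) derived from a 2 min kinetic fluorescence read after stimulation; U2OS cells expressing the 3.1 isoform via virus at 1.77 x 10^8 /mL.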
# TCR activator = activators of T cell receptors; AID 504894; 330,000 tested, under 10 active; primary human leukocytes, anti-CD3, IL-2 HTRF, 48 h; Potency, µM (doses to about 9.22 µM), for inactives: at the top dose activation of IL-2 secretion, actives largely listed as activators; further: % of control where 0% means no effect
#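 Primary human leukocytes incubated 48 hr with anti-CD3 beads plus compound, without co-stimulation. Secreted IL-2 measured by HTRF (europium cryptate/d2 anti-IL-2 pair, 320 nm excitation, 665 nm emission).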
# USP2a block = blocks human ubiquitin-specific protease USP2a; USP2 core, Ub-CHOP2 coupled fluorogenic reporter, 485/531; Potency, µM (doses to about 38.3 µM), without a hit: top-dose activity change, negative = inhibition, hits mostly inhibitors; 330,000 tested, 0.01% active;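 further: potency means the concentration at half of the fitted maximal effect; plate controls were DMSO wells for no effect and full inhibition by NEM control for full effect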
#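 USP2 core (10nM final) preincubated 30min RT with compound in 20mM Tris-HCl pH 8.0, 2mM CaCl2, 2mM beta-mercaptoethanol, 0.05% CHAPS; 25nM Ub-CHOP2 plus 25nM reporter substrate added, fluorescence (Ex485/Em531) read after 60min.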
# hERG WT inh = inhibitors of human wildtype KCNH2 potassium channel | Q12809 | U2OS, BacMam KCNH2, thallium flux FluxOr; active compounds read low | activity change, % at 1.84 µM | 340,000 tested, 0.37% active | AID 720551;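 active means maximum activity change below -70%; inconclusive means maximum activity change between -70% and -50%; inactive means maximum activity change above -50%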; further: on the % scale 0 is the no-effect control and ±100 the full control effect
#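 U2OS cells transduced with wild-type KCNH2 virus are loaded with FluxOr dye for 45 min, and thallium flux is measured in kinetic reads before and after stimulation buffer. Rate constants are normalized to DMSO controls.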
# AT treatment = candidate therapy for ataxia-telangiectasia; 320,000 tested, 0.19% active; […] A-T fibroblasts, KAP-1 phosphorylation AlphaLISA; neocarzinostatin DNA damage 30 min before lysis; Potency, µM (series often up to 57.5 µM), for the others: at the top dose activation, actives largely listed as activators; AID 485349; further: potency means the concentration at half of the fitted maximal effect; % of control where 0% means no effect; nearly all actives have a fitted effect of over 45% in size
#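 ATM-like activity read as KAP-1 phosphorylation via AlphaLISA donor/acceptor antibody pairs after lysis and 6 hr at 25C. Cells were ATM-null patient fibroblasts ([…], hTERT), dosed 60 min, then exposed to the DSB inducer NCS for 30 min.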
# Eya2 phos inh = inhibitors of human Eya2 phosphatase activity. O00167. recombinant Eya2, OMFP fluorescence dephosphorylation (OMFP is methylfluorescein phosphate). Potency, µM (titrated, usually from 76.9 µM), for the others: at the highest dose activity, negative = inhibition, actives largely listed as inhibitors. 330,000 tested, 0.006% active. AID 488837; further: potency means the concentration at half of the fitted maximal effect; on the % scale 0 is the no-effect control and ±100 the full control effect
#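 Eya2 (0.2 uM) preincubated 10 min at ambient with compound, then OMFP substrate added at 50 uM; 10 min reaction in 50 mM HEPES pH 7.5, 50 mM NaCl, 5 uM MgCl2, 0.05% BSA, 1 mM DTT. Fluorescence read at Ex 485/Em 525 nm.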
# * marks the source's active call; other numbers are inactive results; i = inactive; ? = inconclusive; . = not tested or not shown; [ ] = dose if it differs, or a comment. Unless noted, the call rests on the fitted dose curve; in most records, active means well fitted curve in the direction sought with a large enough effect; inconclusive means small, poorly fitted or top-dose-only effect, or another doubt; inactive means no such curve, though single readings can be large; an effect the other way counts as inactive or inconclusive.
SMILES,ELG1 DNA repair,Mito fusion act,TRPV1 ag,TSHR antagonist,KCNH2 3.1 inh,TCR activator,USP2a block,hERG WT inh,AT treatment,Eya2 phos inh
CCN(C(=O)CSc1nnc(C(C)N(C)C)n1-c1ccc(F)cc1)C1CCS(=O)(=O)C1 (centres undefined),1%,0%,0,6,7,-6%,0%,-12,-9%,11%
CCC(CO)n1c(SCc2cc([N+](=O)[O-])cc3c2OCOC3)nc2ccccc2c1=O (centres undefined),?,18%,-4,1,5,1%[46.1 µM],-6%,22,7%,-3%
COc1ccc(-c2cn(-c3ccc(Br)cc3)c3[n+]2CCS3)cc1,-18%,-3%,1,10,-5,3%[46.1 µM],1%,4,0%,-3%
CCSc1ccc(-c2nn(-c3ccccc3)cc2/C=C(/C#N)C(=O)NC)cc1,16%,-1%,?,-5,6,1%[46.1 µM],0%,-13,4%,-11%
NC(=O)c1cccc(NC(=O)CCCCC(=O)Nc2cccc(C(N)=O)c2)c1,22%,-4%,1,15,2,0%,1%,-13,-2%,15%
CC1CCCC(NC(=O)C2CCCN2S(=O)(=O)c2cccc3nsnc23)C1C (centres undefined),?,3%,-1,-1,3,7%,1%,-12,19%,-14%
O=C(CSc1nccc(-c2ccc(Br)cc2)n1)NCCc1ccccc1,1%,3%,1,-3,-32,-4%,1%,-1,-2%,4%
CN(C)S(=O)(=O)NC(c1ccccc1)c1ccccc1,-1%,-8%,-3,2,1,5%,2%,-1,-2%,0%
Cc1oc(-c2ccccc2F)nc1CN1CCC(C(=O)NC2CC2)CC1,1%,-1%,-2,-5,-17,4%,3%,2,0%,5%
COc1ccc(CCNC(=O)C/C(C)=N/NC(=O)c2ccc(N)cc2)cc1OC,15%,5%,1,0,12,3%,0%,-13,-3%,4%
C=C(C)C(=O)Nc1cccc(C2=NOC3(C2)C[C@@H](C(N)=O)N(C(=O)c2ccc(OC)cc2)C3)c1 (some centres undefined),?,17%,-1,-3,4,10%,3%,5,6%,-3%
CC(NC(=O)c1cc(COc2ccccc2)on1)c1nccs1 (centres undefined),?,14%,-1,-4,3,2%,-1%,-8,.,-2%
O=C(CC1SC(N2CCOCC2)=NC1=O)Nc1ccccc1F (centres undefined),?,.,.,1,4,.,1%,-1,6%,2%
COc1cc(NC(=S)N2CCN(S(C)(=O)=O)CC2)cc(OC)c1,0%,1%,1,-2,-11,6%,-1%,-6,19%,-15%
O=C(Nc1ccccc1)c1ccccc1OCc1ccc(S(=O)(=O)N2CCOCC2)cc1,26%,4%,11,5,5,.,-1%,7,3%,-1%
Cc1cc(N/N=C/c2c(O)ccc3ccccc23)nc(-c2ccccc2O)n1,23µM*,17%,1,-1,9,-6%[46.1 µM],5%,1,2%,-2%
O=C1CCCN1CCCN1CC(C(=O)N(CCO)Cc2ccccc2)CCC1=O (centres undefined),-14%,0%,-1,-6,-13,3%,1%,-9,.,1%
CSc1ncccc1C(=O)OCc1ccc(COC(=O)c2cccnc2SC)cc1,?,-4%,-1,14,.,.,1%,.,3%,-18%
CC1=CC(C)(C)N(C(=O)CSc2nnc(-c3ccccc3)o2)c2ccc(C)cc21,.,-5%,3,.,-1,5%,.,-12,.,.
CC1(C(=O)N2CCOCC2)CCCCC1,-1%,0%,-2,-2,-11,.,1%,-20,-10%,-22%

# 2 entries from above, reformatted.
O=C(CSc1nccc(-c2ccc(Br)cc2)n1)NCCc1ccccc1
- ELG1 DNA repair = 1%
- Mito fusion act = 3%
- TRPV1 ag = 1
- TSHR antagonist = -3
- KCNH2 3.1 inh = -32
- TCR activator = -4%
- USP2a block = 1%
- hERG WT inh = -1
- AT treatment = -2%
- Eya2 phos inh = 4%
Cc1cc(N/N=C/c2c(O)ccc3ccccc23)nc(-c2ccccc2O)n1
- ELG1 DNA repair = 23µM*
- Mito fusion act = 17%
- TRPV1 ag = 1
- TSHR antagonist = -1
- KCNH2 3.1 inh = 9
- TCR activator = -6%[46.1 µM]
- USP2a block = 5%
- hERG WT inh = 1
- AT treatment = 2%
- Eya2 phos inh = -2%

# Later entries.
SMILES,ELG1 DNA repair,Mito fusion act,TRPV1 ag,TSHR antagonist,KCNH2 3.1 inh,TCR activator,USP2a block,hERG WT inh,AT treatment,Eya2 phos inh
O=C(O)CNC(=O)CC1S/C(=N/N=C/c2ccccc2O)NC1=O (centres undefined),11%,13%,-1,0,-5,-8%,6%,.,3%,?
Cc1c(/C=N/NC(=O)c2cc(C(C)(C)C)[nH]n2)c2ccccc2n1C,?,1%,-1,-13,7,6%,3%,17,-5%,2%
CCOc1cc(C)ccc1OCc1nnc(SCC(=O)c2cccc([N+](=O)[O-])c2)n1C,?,-2%,2,4,-9,-1%,2%,29,3%,-10%
CC(=O)SC1CC(=O)N(c2c(C)cccc2C)C1=O (centres undefined),-22%,-4%,1,4,19,10%,3%,-8,-11%,7%
O=C(O)c1ccc(NS(=O)(=O)/C=C/c2ccccc2)cc1O,0%,0%,0,22,9,.,3%,-11,.,-3%
O=C(N/N=C/C(Br)=C/c1ccccc1)c1cccs1,?,-7%,14,-9,-7,-1%,1%,1,0%,0%
CCOC(=O)c1c(COc2ccccc2)oc2ccc(O)cc12,-2%,26%,7,-7,1,6%,3%,-11,16%,5%[15.4 µM]
COc1ccc(SC[C@H](C)CN2CC[C@H](C(C)(C)C)CCC2=O)cc1,-13%,29%,?,-22,-16,15%,2%,3,-8%,-17%
COc1cc2c(=O)nc3n(c2cc1OC)C(c1ccccc1)N=C(N)N3 (centres undefined),-3%,-3%,3,0,.,.,-5%,.,5%,-13%
COC(=O)c1c(C)[nH]c(C(=O)C(C)OC(=O)C2CC(=O)N(CCc3ccccc3)C2)c1C (centres undefined),-8%,4%,0,-24,-9,0%,1%,2,2%,-1%
CCCN=C1N(C)C[C@@H]2[C@@H]3C(=O)N(Cc4ccccc4)C(=O)[C@@H]3[C@](CC)(C(=O)OC)N12,10%,.,.,24,-2,-4%[46.1 µM],-2%,-2,-5%,-9%
CN(C)C(CNS(=O)(=O)c1cc([N+](=O)[O-])ccc1Cl)c1ccco1 (centres undefined),2%,.,.,-14,5,4%[46.1 µM],3%,1,17%,2%
O=C(NCCc1ccccn1)c1ccc(OC2CCN(Cc3ccccn3)CC2)cc1,?,-3%,-5,-6,0,-1%,1%,-3,15%,1%
Cc1ccccc1NS(=O)(=O)c1cc(C(=O)Nc2cccc(N(C)S(C)(=O)=O)c2)ccc1C,?,-1%,1,-6,-8,1%,1%,17,-3%,-3%
O=C(Nc1ccc(Cl)cc1)N1CCC(CO)(Cc2ccccc2)CC1,?,1%,?,0,-2,-7%,2%,0,0%,-8%
c1nc2n(n1)C1=C(CCCC1)C1(CCCCC1)N2,1%,3%,2,4,9,.,13%,2,1%,-25%
CC1=C(C(N)=O)C(c2ccccn2)n2nc(-c3ccccc3Cl)nc2N1 (centres undefined),22%,2%,-1,5,-170*,10%,0%,-146*,6%,13%
O=C(CCCOc1ccc(Cl)cc1Cl)NCCCn1ccnc1,-3%,3%,26,5,1,-3%,-1%,i,4%,4%
Clc1ccc(-c2cn3ccccc3n2)cc1,?,-3%,?,-3,1,3%,0%,1,13%,2%
COc1ccc2cc(CN(Cc3ccco3)Cc3nnnn3C3CCCCC3)c(=O)[nH]c2c1,0%,28%,1,-15,-4,-3%,1%,-7,9%,6%
CSc1nnc(-c2ccncc2)n1/N=C/c1cn(-c2ccccc2)nc1-c1ccc(Cl)cc1,?,7%,1,-3,-34,0%,-3%,-10,9%,-6%

# 2 of these compounds in a different format.
# Results follow in this order: ELG1 DNA repair	Mito fusion act	TRPV1 ag	TSHR antagonist	KCNH2 3.1 inh	TCR activator	USP2a block	hERG WT inh	AT treatment	Eya2 phos inh
Cc1cc(N/N=C/c2c(O)ccc3ccccc23)nc(-c2ccccc2O)n1
    23µM*	17%	1	-1	9	-6%[46.1 µM]	5%	1	2%	-2%
O=C1CCCN1CCCN1CC(C(=O)N(CCO)Cc2ccccc2)CCC1=O (centres undefined)
    -14%	0%	-1	-6	-13	3%	1%	-9	.	1%

# Assay outcomes from PubChem BioAssay.

# A portion of the library (hit frequency here may not be typical).
